Bcl-xL primary: blocks human Bcl-xL binding to Bim BH3 peptide; Q07817; GST-Bcl-xL / FITC-Bim BH3 peptide fluorescence polarization; inhibition, % at 10.9 µM; hit rate 0.7% among 320,000; AID 2129;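 active = inhibition above the mean of all tested compounds plus 3 SD, cutoff set per campaign, cut at about 30% in these data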;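 note: 0% = DMSO wells and 100% = unlabeled Bim-BH3 peptide competitor; inhibitors lower millipolarization by displacing the labeled peptide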
PME-1 inh: PME-1 (human) inhibition. inhibition, % at 5.9 µM. Q9Y570. recombinant PME-1, FP-Rh probe fluorescence polarization. hit rate 0.53% among 320,000;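 active = inhibition above the campaign mean of all compounds plus 3 SD, cut at about 26% in these data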;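 note: competitive labeling of PME-1 active site by serine hydrolase directed probe; 0% = PME-1 with DMSO and 100% = wells lacking PME-1 enzyme; inhibitors block probe labeling so polarization falls and inhibition rises; many of its hits are not listed in these tables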
PAD4 FP inh: PAD4 (human) enzyme inhibition; Q9UM07; recombinant PAD4, RCA probe fluorescence polarization; inhibition, % at 6.36 µM; hit rate 0.41% among 330,000;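 active = percent inhibition above a cutoff equal to the mean of all tested compounds plus 3 SD, cut at about 15% in these data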;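 note: 0% = PAD4 with RCA probe and DMSO and 100% = probe without PAD4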
Target sequence (Q9UM07 whole entry, looked up): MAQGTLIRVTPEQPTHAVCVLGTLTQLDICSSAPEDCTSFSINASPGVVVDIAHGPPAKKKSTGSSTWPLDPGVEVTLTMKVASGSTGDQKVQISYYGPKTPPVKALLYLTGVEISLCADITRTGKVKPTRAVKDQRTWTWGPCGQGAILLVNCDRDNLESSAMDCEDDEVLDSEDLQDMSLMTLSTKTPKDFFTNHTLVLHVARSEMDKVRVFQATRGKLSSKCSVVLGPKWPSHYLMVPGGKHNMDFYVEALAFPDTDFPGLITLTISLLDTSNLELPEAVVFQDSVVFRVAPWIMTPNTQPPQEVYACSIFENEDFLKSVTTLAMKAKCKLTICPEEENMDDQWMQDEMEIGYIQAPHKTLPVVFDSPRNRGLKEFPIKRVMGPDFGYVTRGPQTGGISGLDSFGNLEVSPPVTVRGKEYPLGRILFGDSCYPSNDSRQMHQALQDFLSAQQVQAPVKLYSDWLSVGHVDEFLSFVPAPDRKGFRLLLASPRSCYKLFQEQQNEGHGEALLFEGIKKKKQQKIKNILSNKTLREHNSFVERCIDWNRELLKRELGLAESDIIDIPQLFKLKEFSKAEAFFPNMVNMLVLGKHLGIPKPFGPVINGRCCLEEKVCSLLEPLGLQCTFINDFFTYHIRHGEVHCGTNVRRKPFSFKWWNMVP
GLD-1 TGE inh: GLD-1-TGE RNA interaction inhibition (C. elegans); hit rate 0.44% among 320,000; inhibition, % at 5.96 µM; purified GLD-1 + fluorescein TGE RNA, fluorescence polarization; Q17339;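 active = percent inhibition above a per-plate cutoff, the plate mean of test compounds plus 3 SD, cut at about 30% in these data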;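 note: 0% = DMSO wells with GLD-1 and probe and 100% = wells lacking GLD-1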
GSTO1 inh: counter-screen for RBBP9 inhibitors: inhibitors of human GSTO1; P78417; recombinant GSTO1, activity-based probe fluorescence polarization; inhibition, % at 5.96 µM; hit rate 1.1% among 300,000; AID 1974;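 active = inhibition above the campaign mean inhibition plus 3 SD, cut at about 35% in these data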;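 note: 0% = GSTO1-1 with DMSO and 100% = wells lacking GSTO1-1 enzyme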
TPT1 inh: C. albicans TPT1 enzyme inhibition. inhibition, % at 5 µM. hit rate 0.81% among 300,000. recombinant caTPT1, FP RNA substrate dephosphorylation. AID 1962;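 active = inhibition above the mean of all tested compounds plus 3 SD, set per screening campaign, cut at about 24% in these data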;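 note: plate controls were DMSO alone for no effect and ferristatin control at 100 nM for full effect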
Fam108B counter: counter-screen for RBBP9 inhibitors: inhibitors of mouse Fam108B. recombinant Fam108B, FP-Rh probe fluorescence polarization. inhibition, % at 9.51 µM. hit rate 0.33% among 300,000. AID 1947;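 active = inhibition above the screen mean inhibition plus 3 SD, computed separately per campaign, cut at about 18% in these data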;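 note: inhibitors lower polarization as less probe binds the enzyme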
MCL1 BIM primary: MCL1-BIM-BH3 interaction inhibition (human). Q07820. GST-MCL1 / FITC-Bim-BH3 fluorescence polarization. inhibition, % at 10.9 µM. hit rate 0.68% among 320,000;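 active = inhibition above the mean inhibition of all tested compounds plus 3 SD, set per campaign, cut at about 40% in these data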;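 note: 0% = DMSO wells and 100% = unlabeled Bim-BH3 peptide control; higher means more loss of mP so more displacement of Bim peptide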
MEX-5 binding: C. elegans MEX-5 TCR-2 RNA binding activity | Q9XUB2 | hit rate 0.38% among 300,000 | AID 1832 | activity score (negative = inhibition of binding), % at 10 µM | MEX-5/FITC-TCR2 RNA binding, fluorescence polarization; active compounds read low;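 active = inhibition past about -25% in most replicates, and total fluorescence under double the plate's negative control median, limit read from the data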;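 note: 0% = DMSO and -100% = 5 µM competing unlabeled TCR2 RNA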
Target sequence (Q9XUB2 whole entry, looked up): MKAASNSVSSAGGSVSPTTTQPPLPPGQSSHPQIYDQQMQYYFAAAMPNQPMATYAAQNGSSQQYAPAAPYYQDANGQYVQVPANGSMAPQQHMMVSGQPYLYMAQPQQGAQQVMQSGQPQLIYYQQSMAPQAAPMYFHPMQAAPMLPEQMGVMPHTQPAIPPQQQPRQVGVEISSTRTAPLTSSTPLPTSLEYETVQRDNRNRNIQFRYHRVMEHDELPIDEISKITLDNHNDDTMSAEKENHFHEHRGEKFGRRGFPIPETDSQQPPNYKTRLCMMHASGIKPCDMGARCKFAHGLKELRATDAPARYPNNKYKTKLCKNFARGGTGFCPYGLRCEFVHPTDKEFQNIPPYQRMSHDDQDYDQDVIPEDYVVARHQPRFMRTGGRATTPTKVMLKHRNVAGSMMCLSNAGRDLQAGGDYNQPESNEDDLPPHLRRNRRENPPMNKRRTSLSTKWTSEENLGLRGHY
Starred values were filed as active, the others as inactive; x = no result given; & = joins results of further samples. Some of the compounds tested; count on the stated rates, not on these rows.

SMILES	Bcl-xL primary	PME-1 inh	PAD4 FP inh	GLD-1 TGE inh	GSTO1 inh	TPT1 inh	Fam108B counter	MCL1 BIM primary	MEX-5 binding
CCOc1ccc(C2=C(C=C(C#N)C#N)C(c3ccccc3)c3ccccc3O2)cc1 (stereo not drawn)	7	0	-1	2	-8	-1	7	4	2.7
CCCCC1=CC2=C(c3ccco3)C(=O)C(C)(OC(=O)c3ccc(OC)cc3)C(=O)C2=CN1Cc1ccccc1 (stereo not drawn)	37*	-10	-17	44*	17	-8	-5	32	-8.0
O=C(COC(=O)c1cc([N+](=O)[O-])ccc1NCc1ccccc1)NC1CCCCC1	10	5	-2	5	7	-2	-4	11	-2.8
CC/C(=C(\c1ccccc1)c1ccc(OCCN(C)C)cc1)c1ccccc1	2&5	8&0	-3&0	2&3	1&1	3&1	2&-2	5&0	5.2&-1.4
O=C(/C=C/c1ccc(Cl)cc1Cl)NCc1ccco1	-4	-5	4	-3	-2	-3	4	0	-1.3
CCCCNC(=O)O[C@@H]1C[C@@H]2CCN3C(=O)CCC[C@H]([C@H]1CC)[C@H]23	-4	-2	-4	-1	0	-3	5	-4	0.4
Cc1cccc2cc(CN(Cc3cccs3)C(=S)NCc3ccco3)c(=O)[nH]c12	-11	-6	-10	-5	-20	1	-11	-14	6.0
COc1ccc(C)cc1NC(=O)CSc1nnc(COc2ccc(C)cc2)n1Cc1ccco1	-8	-1	2	6	5	5	-2	-2	1.2
O=C(c1ccc(CN2CCOCC2)cc1)N1CCN(c2cccc(Cl)c2)CC1	0	-6	2	-3	-5	-3	0	1	-0.2
CCC(C(=O)O)N1C(=O)/C(=C/c2cccn2C)SC1=S (stereo not drawn)	-100	3	-11	-148	0	118*	-5	-179	x
O=S(=O)(NC1CC1)c1ccccc1	2	-7	-2	3	0	-5	-1	6	0.7
N#C/C(=C\c1ccc(C(=O)O)cc1)S(=O)(=O)c1cc(Br)ccc1Br	2	4	-5	1	13	4	-1	10	x
CCCn1nc(NS(=O)(=O)c2ccc(F)cc2)c2cc3ccccc3nc21	13	1	2	4	2	-3	3	9	1.2
CCNC(=S)NS(=O)(=O)c1ccc(C)cc1	13	0	-2	-2	2	-2	1	3	x
CC1CCOC(c2coc3ccccc3c2=O)O1 (stereo not drawn)	7	4	1	-2	6	3	3	-6	-3.2
CC(C)c1ccc(Cc2nnc(NCCCO)[nH]c2=O)cc1	3	0	-2	1	4	2	-4	-6	-0.7
Cc1cccc(C)c1NC(=S)NC(=O)CCc1ccccc1	7	-1	-3	8	1	-1	-1	14	-0.3
CCc1ncc(/C=C2\C(=O)Nc3ccccc32)[nH]1	3	1	7	-3	-3	-4	-1	-1	-5.7
O=C(/C=C/c1ccccc1[N+](=O)[O-])Nc1cccnc1	3	1	0	1	-4	-4	3	12	-0.2
NC(=O)C1CC(=O)N(CCc2ccc(F)cc2)C1 (stereo not drawn)	9	-1	-8	-1	-2	1	-3	14	-1.2
CC(C)(C)n1ncc2c(=O)n(CC(=O)c3ccccc3)cnc21	-1	1	1	-6	7	-3	-2	1	-0.5
COc1cccc2c1OC1(C)CC2/C(=C(\C)O)C(=O)N1 (stereo not drawn)	-3	-7	0	-4	-2	-1	0	3	x
O=C(OCn1nnc2ccccc2c1=O)c1ccc(O)cc1	0	2	-3	-1	3	1	-1	2	-0.8
O=C1Nc2ccccc2OC1CC(=O)N1CCN(c2cccc(C(F)(F)F)c2)CC1 (stereo not drawn)	2	-4	0	5	0	-4	-4	4	1.2
N#C/C(=C/c1ccccc1)C(=O)NCc1ccccc1	-3	4	-2	-5	2	-1	3	-11	0.6
COc1cc(CNC(=O)CCCC(=O)c2ccccc2)cc(OC)c1OC	5	-5	3	2	1	-3	0	3	-2.9
O=C(C1CC1)N1CCN=C1SCc1ccccc1	-2	-3	0	4	5	-2	1	0	1.1
COC(=O)CC1C(=O)NCCN1C(=O)OC(C)(C)C (stereo not drawn)	4	-7	-7	3	7	1	-2	9	0.4
CN(C)CCN(C(=O)c1ccc(S(=O)(=O)N(C)CC2CCCO2)cc1)c1nc2cc3c(cc2s1)OCO3 (stereo not drawn)	2	7	-1	-2	4	-1	-1	7	-2.8
O=C(CNC(=O)OCc1ccccc1)Oc1cc2oc(=O)cc(-c3ccccc3)c2cc1Cl	-3	11	4	-1	3	2	5	-5	x
O=C(Nc1cccc(O)c1)c1cc(S(=O)(=O)N2CCCC2)ccc1Cl	1	-4	-6	8	4	-4	-3	-4	3.0
COc1ccc(/C=C2\SC(N3CCc4ccccc4C3)=NC2=O)cc1	1	1	3	7	-4	5	-4	-1	-2.4
COC(=O)C1=C(C)OC(N)=C(C#N)C1c1ccsc1 (stereo not drawn)	9	-3	-2	2	-1	-6	-2	7	-7.1
CC(=O)c1cc(CN2C(=O)CCC2=O)cs1	0	0	-1	-7	-7	0	-3	-2	0.2
O=C(Cc1cccs1)NCc1cn2ccccc2n1	6	0	-2	2	4	-1	-1	0	0.5
Cn1c(=O)n(C)c2cc(/C=N/NC(=O)c3cccc(Br)c3)ccc21	5	0	5	7	-5	-4	-2	9	-0.6
COC(=O)c1ccccc1NC(=O)CSc1n[nH]c(C)n1	6	1	3	7	-1	0	-7	2	0.0
O=S(=O)(NCc1cccnc1)c1ccc(Cl)cc1	1	-3	6	3	6	-2	15	3	0.4
O=C(c1ccc(Br)cc1)N1CCC2(CC1)NCCc1[nH]cnc12	6	-1	-1	9	2	0	1	5	-1.3
NC(=O)C(C(=O)/C=C/c1ccc(Cl)cc1)=C1SCCS1	5	2	-2	1	-8	1	0	7	-2.2
COc1cc(OC)cc(-n2nnnc2SCC(=O)N2CCCc3ccccc32)c1	3	-7	-2	2	6	-2	-4	7	1.7
CCCOc1ccc(C(=O)CCNc2cccc(Cl)c2)cc1	4	-2	-1	-4	4	2	2	1	0.8
C/C=C/c1ccc(OCC(O)CN(C)Cc2ccc(SC)cc2)c(OC)c1 (stereo not drawn)	1	0	0	-4	0	-3	-3	7	-0.5
COc1ccc(NC2CCCN(C(=O)CSc3ccccn3)C2)cc1OC (stereo not drawn)	12	4	-5	5	2	-2	-1	6	-0.8
Cc1cc(=O)n2[nH]cnc2n1	1	7	-4	-4	4	-3	4	-7	0.6
OC(CN(c1ccccc1)c1ccccc1)Cn1cnc2ccccc21 (stereo not drawn)	4	1	3	2	8	-6	1	12	-4.5
O=c1c(-c2ccccc2)[n+]([O-])c2ccccc2n1O	12	-5	-2	6	6	-2	0	15	-2.7
O=C(Oc1coc(CSc2ncccn2)cc1=O)c1ccccc1[N+](=O)[O-]	-61	1	0	-71	15	46*	4	-84	2.7
COC(=O)CSc1nc(N)c2c3c(sc2n1)CCCC3	1	-3	-1	2	2	-6	-1	8	0.4
CCN(CC)C(=O)Oc1ccc(Br)cc1C(=O)Nc1ccc(F)cc1F	3	-3	2	2	-3	-1	-3	4	1.0
CN(C)S(=O)(=O)c1ccc(NC(=O)CN2CCc3ccccc32)cc1	0	4	0	-4	-9	1	-1	1	3.2
Cc1c(NC(=O)OCCNC(=O)COc2c(Cl)cccc2Cl)sc(=S)n1C	7	14	-2	-2	0	-6	-3	13	1.0
CSc1nc2ccccc2cc1/C=C(\C#N)c1ccc(Cl)cc1Cl	2	-6	-3	0	3	-3	-1	5	1.6
CNC(=O)CSc1nnc(-c2ccccn2)n1Cc1ccco1	-4	0	-1	2	3	-1	0	5	1.2
CCOC(=O)N1CCC(NC(=O)Cn2ncc3ccccc32)CC1	-1	-1	1	2	-4	0	-5	-2	3.0
CCC(C)(C)NC(=O)CN(Cc1ccc2c(c1)OCO2)C(=O)CCC(=O)Nc1cc(C)ccn1	-2	-3	-1	10	3	0	0	1	-4.0
O=C(Nc1ccccc1F)N(CCCN1CCOCC1)Cc1cc2cc3c(cc2[nH]c1=O)OCCO3	6	-1	0	-7	-2	0	1	6	2.9
Cc1ccc(CNC(=O)CCS(=O)(=O)c2cc3c(cc2Cl)NC(=O)CO3)cc1	0	5	0	1	4	-1	1	3	-1.1
COc1ccccc1NC(=O)/C=C/C(N)=O	6	1	2	-3	-2	-1	1	0	0.0
COC(=O)c1[nH]c2cccc(Cl)c2c1NC(=O)CN1CCCCC1C (stereo not drawn)	-7	1	-3	3	10	1	-2	-1	0.2

Single records, as listed above. Order of screens: Bcl-xL primary	PME-1 inh	PAD4 FP inh	GLD-1 TGE inh	GSTO1 inh	TPT1 inh	Fam108B counter	MCL1 BIM primary	MEX-5 binding
`CC/C(=C(\c1ccccc1)c1ccc(OCCN(C)C)cc1)c1ccccc1` is listed as 2&5	8&0	-3&0	2&3	1&1	3&1	2&-2	5&0	5.2&-1.4
`Cc1c(NC(=O)OCCNC(=O)COc2c(Cl)cccc2Cl)sc(=S)n1C` is listed as 7	14	-2	-2	0	-6	-3	13	1.0
`COc1cc(OC)cc(-n2nnnc2SCC(=O)N2CCCc3ccccc32)c1` is listed as 3	-7	-2	2	6	-2	-4	7	1.7

Later entries:
SMILES	Bcl-xL primary	PME-1 inh	PAD4 FP inh	GLD-1 TGE inh	GSTO1 inh	TPT1 inh	Fam108B counter	MCL1 BIM primary	MEX-5 binding
COC(=O)CSc1nnc(CNC(=O)Cc2ccccc2)n1C	2	-2	-5	3	9	5	-2	-5	0.1
Cc1ccc(NC(=S)N(CCCN2CCC(C)CC2)Cc2ccco2)cc1	6	5	-5	-2	4	-2	1	8	-0.6
COc1ccccc1NC(=O)CSc1nnc(C)n1CCc1ccccc1	0	9	-2	-8	-2	-2	0	2	0.4
Cc1ccc(S(=O)(=O)N2CCCCC2)cc1C(=O)Nc1ccc2cn[nH]c2c1	5	4	-4	6	1	-1	-1	3	-0.8
CCN(CC)CCCNC(=O)CCc1ccccc1	3	-9	-2	2	-5	1	7	-2	1.1
O=C(CCNS(=O)(=O)c1ccc(Cl)cc1)OCC(=O)c1ccc[nH]1	-1	2	-3	1	-2	4	-4	3	-2.3
CCOc1ccc(Cl)cc1Nc1nc(NCCO)nc(N2CCCC2)n1	5	-5	-2	2	0	0	6	-2	-1.3
Fc1ccc(-c2cc3nc4c(c(N5CCOCC5)n3n2)CCCC4)cc1	2	9	-3	0	-10	-1	0	-3	-0.4
COc1ccc(S(=O)(=O)NC(C)C(=O)Nc2ccc3c(c2)OCCO3)cc1OC (stereo not drawn)	1	-1	1	1	9	1	1	-6	1.8
CCOC(=O)c1nnn(-c2nonc2N)c1COc1c(C=O)cccc1OC	-2	-2	0	-6	-9	0	1	3	-0.8
O=C(Nc1ccc(F)cc1)c1cc(-c2ccncc2)nc2c(Cl)cccc12	2	3	-8	-6	-3	5	-4	-8	-0.1
Cc1cccc(OC(C)C(=O)Nc2nccs2)c1 (stereo not drawn)	-1	0	-3	8	4	3	2	-2	-3.1
O=C(c1ccc(Br)cc1)c1coc2ccc(O)cc12	5	-1	-12	-4	8	1	-2	2	0.3
O=C(Cn1nnc(-c2ccccc2)n1)NNC(=O)c1ccco1	5	1	2	6	4	-2	3	7	-0.1
COc1ccccc1CCc1nnc(CCC(=O)NCCOc2cccnc2)o1	6	-4	-2	-3	3	-2	0	-1	-1.7
CCCCCC(=O)OC(CN1CCCCCC1)CN1CCCC1=O (stereo not drawn)	-1	5	6	2	6	0	-2	-7	-0.6
CN1CCN(C(=S)NC(=O)c2ccc(S(=O)(=O)N3CCOCC3)cc2)CC1	-4	4	1	-2	1	1	0	1	-1.4

Screens from PubChem.
